PI4K2A block – blocks human PI4K2A kinase activity; Q9BTU6; AID 1346378; actives 0.13% (n = 420,000); purified PI4K2A, ADP-Glo luminescence, 1 h; hits give low values; activity change, negative = inhibition, % at 76.9 µM; in the data active means activity change below about -50%; inconclusive means mostly about -30% to -49%;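 further: -100% = wells without enzyme as full effect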
Target sequence (Q9BTU6 whole entry, looked up): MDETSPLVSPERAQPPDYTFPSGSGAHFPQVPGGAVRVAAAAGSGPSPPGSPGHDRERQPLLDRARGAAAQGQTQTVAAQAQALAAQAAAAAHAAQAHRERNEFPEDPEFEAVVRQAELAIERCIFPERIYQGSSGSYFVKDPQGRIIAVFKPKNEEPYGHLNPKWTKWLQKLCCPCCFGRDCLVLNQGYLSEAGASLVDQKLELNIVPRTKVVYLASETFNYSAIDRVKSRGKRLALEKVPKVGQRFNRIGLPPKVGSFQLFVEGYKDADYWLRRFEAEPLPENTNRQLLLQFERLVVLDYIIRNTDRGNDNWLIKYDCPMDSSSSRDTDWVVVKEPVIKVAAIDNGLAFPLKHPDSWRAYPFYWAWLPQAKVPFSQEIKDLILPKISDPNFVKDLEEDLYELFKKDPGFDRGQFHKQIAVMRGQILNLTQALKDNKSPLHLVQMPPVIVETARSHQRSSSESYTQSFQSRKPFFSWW
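In this quantitative HTS, ADP production by PI4K2A was quantified luminescently after 1 h at ambient temperature; 100 microM adenosine served as plate-quality control.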
TrxR1 inh – inhibitors of rat thioredoxin reductase 1 | O89049 | recombinant rTrxR1, NADPH fluorescence consumption, selenite substrate | Potency, µM (highest dose often 114 µM), for the others: top-dose activity change, negative = inhibition, actives largely listed as inhibitors | actives 1% (n = 390,000) | AID 588453; further: potency means the concentration at half of the fitted maximal effect; on the % scale 0 is the no-effect control and ±100 the full control effect; nearly all actives have a fitted effect of over 65% in size
Target sequence (O89049 whole entry, looked up): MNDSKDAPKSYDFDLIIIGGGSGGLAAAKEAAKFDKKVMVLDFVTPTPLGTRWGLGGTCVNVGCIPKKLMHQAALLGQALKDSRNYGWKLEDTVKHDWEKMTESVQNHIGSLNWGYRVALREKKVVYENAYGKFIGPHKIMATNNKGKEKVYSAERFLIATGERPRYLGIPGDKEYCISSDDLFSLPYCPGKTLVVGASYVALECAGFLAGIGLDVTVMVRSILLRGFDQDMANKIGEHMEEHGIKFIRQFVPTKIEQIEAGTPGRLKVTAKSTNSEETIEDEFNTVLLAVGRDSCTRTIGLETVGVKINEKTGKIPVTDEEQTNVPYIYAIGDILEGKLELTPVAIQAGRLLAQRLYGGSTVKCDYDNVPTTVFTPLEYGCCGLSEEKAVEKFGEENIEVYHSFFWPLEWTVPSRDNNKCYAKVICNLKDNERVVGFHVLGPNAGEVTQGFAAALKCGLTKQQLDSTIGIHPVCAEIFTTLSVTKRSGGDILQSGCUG
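Rat TrxR1 (90 nM in the dispensed reagent) was pre-reduced with 400 uM NADPH for 5 min at room temperature, then incubated with compound for 15 min. After 400 uM selenite was added, NADPH fluorescence (Ex 340/Em 450 nm) was followed for 8 min.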
HP1b chromo inh – inhibitors of HP1-beta chromodomain binding to methylated histone tails | AID 540317 | P83916 | actives 0.56% (n = 390,000) | Potency, µM (top dose mostly 114 µM), inactives show at the top dose activity change, negative = inhibition, hits mostly inhibitors | AlphaScreen HP1-beta / biotin-H3K9me3 peptide binding; further: potency means the concentration at half of the fitted maximal effect; nearly all actives have a fitted effect of over 70% in size; inactives centre near 23
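AlphaScreen: HP1-beta (50 nM) preformed 30 min with biotin-H3(1-18)K9me3 peptide (50 nM) in PBS pH 7.4, 0.01% Tween-20. Compound added for 30 min at RT, then streptavidin donor/nickel chelate acceptor beads (10 ug/mL) for 30 min.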
GLS inh – blocks human kidney-isoform glutaminase activity; GLS enzymatic activity, qHTS titration; Potency, µM (top dose mostly 45.5 µM), for the others: at the highest dose activity change, negative = inhibition, actives largely listed as inhibitors; actives 0.21% (n = 410,000); further: potency means the concentration at half of the fitted maximal effect; on the % scale 0 is the no-effect control and ±100 the full control effect
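hKGA in 45 mM KH2PO4 (pH 8.2), 0.02% Tween-20 with compound, then 1mM L-Glutamine (stock as added) plus glutamate oxidase/HRP/Amplex red coupling mix. Fluorescence read initially and after 30 min at RT; signal change reflects glutamate formation.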
TrxR1 substrate – substrates of rat thioredoxin reductase 1; purified TrxR1 substrate turnover, NADPH consumption readout; actives 0.01% (n = 390,000); Potency, µM (highest dose often 114 µM), for the others: at the top dose activity change, negative = substrate turnover; O89049; further: potency means the concentration at half of the fitted maximal effect; on the % scale 0 is the no-effect control and ±100 the full control effect; nearly all actives have a fitted effect of over 50% in size
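Rat TrxR1, dispensed at 90 nM, was prereduced with 400 uM NADPH (final) for 5 min at ~22 deg C, then incubated with compound 15 min before 400 uM selenite. A first-read NADPH fluorescence drop versus no-compound background flagged substrates.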
IDH1 R132H inh – human IDH1 R132H inhibition | O75874 | Potency, µM (series often up to 76.6 µM), inactives show at the top dose activity change, negative = inhibition, actives largely listed as inhibitors | actives 0.093% (n = 390,000) | IDH1-R132H enzyme, NADPH consumption, diaphorase/resazurin fluorescence | AID 602179; further: potency means the concentration at half of the fitted maximal effect; on the % scale 0 is the no-effect control and ±100 the full control effect; nearly all actives have a fitted effect of over 65% in size
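IDH1-R132H (0.5 ug/mL dispensed) in pH 7.5 Tris buffer was preincubated 30 min with compound, then given a substrate mix of 0.016 mM NADPH and 2 mM alpha-KG for 80 min at room temperature; remaining NADPH was read by diaphorase/resazurin fluorescence.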
Pin1 inhibitor – blocks the human prolyl isomerase Pin1; Q13526; Pin1 FP peptide displacement, HiFluor488, 10 min; Potency, µM (series often up to 115 µM), inactives show at the top dose activity, negative = inhibition, hits mostly inhibitors; actives 0.009% (n = 390,000); AID 504891; active means well fitted inhibition curve with a large enough effect in the polarisation, with a control signal flat, not every such curve was filed as active; inconclusive means small, poorly fitted or top-dose-only effect, or effect the other way, or a change in a side signal; inactive means no such curve, though single readings can be large or run the other way; the % refers to the polarisation; further: potency means the concentration at half of the fitted maximal effect; on the % scale 0 is the no-effect control and ±100 the full control effect
PGK inhibitor – inhibitors of T. brucei phosphoglycerate kinase; PGK/GAPDH coupled, Kinase-Glo luminescence, 60 min; P07378; actives 0.043% (n = 380,000); Potency, µM (titrated, usually from 57.5 µM), without a hit: at the top dose activity change, negative = inhibition, hits mostly inhibitors; further: potency means the concentration at half of the fitted maximal effect; on the % scale 0 is the no-effect control and ±100 the full control effect; nearly all actives have a fitted effect of over 60% in size
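Recombinant glycosomal PGK reaction used 1,3-bisphosphoglycerate generated in-well by GAPDH (100nM final) in 100mM TEA pH 7.6, 5mM MgCl2, 0.01% Tween-20. After 60 minutes at room temperature, ATP was read by Kinase-Glo Plus luminescence end-point.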
USP1 inh – inhibitors of human USP1/UAF1 deubiquitinase | O94782 | recombinant USP1/UAF1, Ub-Rhodamine cleavage fluorescence | Potency, µM (doses to about 57.1 µM), for inactives: at the top dose activity change, negative = inhibition, usual class: inhibitors | actives 0.23% (n = 390,000); further: potency means the concentration at half of the fitted maximal effect; on the % scale 0 is the no-effect control and ±100 the full control effect; nearly all actives have a fitted effect of over 60% in size; inactives centre near -12
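In this screen, compounds sit with the deubiquitinase complex (1nM) for 15 min at room temperature before Ub-Rho is added at 150nM final. Fluorescence rise is then followed for 6 reads every 60 seconds.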
The depositor's hits bear a star; i = inactive; ? = inconclusive; / = no result given; [ ] = remark or other dose. Unless noted, the call rests on the fitted dose curve; in most records, active means well fitted curve in the direction sought with a large enough effect; inconclusive means small, poorly fitted or top-dose-only effect, or another doubt; inactive means no such curve, though single readings can be large; an effect the other way counts as inactive or inconclusive. Only part of the results is shown; rates above refer to the full screens.

cpd	PI4K2A block	TrxR1 inh	HP1b chromo inh	GLS inh	TrxR1 substrate	IDH1 R132H inh	Pin1 inhibitor	PGK inhibitor	USP1 inh	SMILES
1	-5	20%[57.1 µM]	8%	-3%	12%[57.1 µM]	1%	3%	i	-7%	COc1ccc(CCNC(=O)c2c(O)c3c([nH]c2=O)CCCC3)cc1
2	3	6%[11.4 µM]	41%	-1%	8%[57.1 µM]	3%	4%	6%	-15%	Cc1cccc(NC(=O)c2ccccc2[N+](=O)[O-])n1
3	1	24%[57.1 µM]	33%	0%	-15%[57.1 µM]	11%	-10%	i	-15%	O=C(c1ccc(OC2CCN(Cc3ccccn3)CC2)cc1)N1CCCC(O)C1 (configuration not stated)
4	-1	18%	42%[activator]	2%	8%	13%	-6%	i	-35%	COc1ccc(-c2ccc(F)cc2)cc1[C@H]1[C@H]2C=CC[C@@H](C)[C@@H]2C(=O)N1Cc1ccccc1
5	1	11%[57.1 µM]	5%	-2%	6%[57.1 µM]	18%	-2%	-1%	-4%	O=C(c1sc2cc(F)ccc2c1Cl)N1CCN(c2ccccc2)CC1
6	-5	-12%	26%	-2%	-10%	2%	-8%	-2%	-5%	O=C(NCCN1CCOCC1)C(=O)NCC1OCCN1S(=O)(=O)c1ccc(Br)cc1 (configuration not stated)
7	-4	-18%	31%	0%	3%	4%	-2%	-9%	-17%	CN(Cc1ccco1)S(=O)(=O)c1csc(C(N)=O)c1
8	-4	11%	10µM*	5%	1%	0%	-4%	-9%	-23%	Cc1cccc(NC(=S)NNc2cccc(Cl)c2)c1
9	0	8%[57.1 µM]	33%	10%	3%[57.1 µM]	-5%	?	i	-19%	CCCCCOC(=O)C1=C(C)Nc2nnnn2C1c1ccccc1Cl (configuration not stated)
10	-21	0%	-10%	-2%	10%	2%	-1%	-6%	-21%	CCCCn1c(=O)[nH]c(=O)c2c1nc(-c1cc(Cl)c(OC)c(OC)c1)n2C
11	9	19%	36%	-3%	-2%	6%	-5%	-7%	-4%	CCCn1nnnc1SCC(=O)Nc1nnc(CC)s1
12	-3	-4%	28%	2%	-12%	-10%	11%	-8%	-2%	CCc1ccccc1NC(=O)CN(Cc1ccccc1)S(=O)(=O)c1ccc(Br)cc1
13	-5	16%	62%[activator]	-4%	0%	8%	?	i	?	Cc1ccc(NC(=O)Nc2sc3nc4n(c(=O)c3c2C)CCC(C)CC4)c(Cl)c1 (configuration not stated)
14	0	0%	104%[activator]	-2%	4%	3%[38.3 µM]	4%	-7%	-27%	CC(=O)OC(C=C(C)C)C/C(C)=C/COc1c2ccoc2cc2oc(=O)ccc12 (configuration not stated)
15	5	4%[57.1 µM]	8%	-1%	-3%[57.1 µM]	-3%	-3%	-4%	-11%	COc1cc(/C=C\C(=O)Nc2cc(=O)n(C)c(=O)n2C)cc(OC)c1OC

cpd	PI4K2A block	TrxR1 inh	HP1b chromo inh	GLS inh	TrxR1 substrate	IDH1 R132H inh	Pin1 inhibitor	PGK inhibitor	USP1 inh	SMILES
16	4	-6%	35%	22%	-5%	-1%	1%	-8%	-11%	C=CCc1c(O)nc(SCC(=O)c2ccccc2)[nH]c1=O
17	0	10%[57.1 µM]	44%[activator]	-2%	-8%[57.1 µM]	11%	-11%	-10%	-26%	COc1ccc(C(=O)CN(CCC(=O)O)S(=O)(=O)c2ccc([N+](=O)[O-])cc2)cc1
18	-3	15%[57.1 µM]	41%[activator]	5%	-2%[57.1 µM]	2%	?	4%	?	CCCN(CCC)S(=O)(=O)c1ccc(C(=O)Nc2sc3c(c2C(=O)OC)CCN(CC)C3)cc1
19	4	29%	18%	3%	14%	14%	-3%	/	-15%	CCCCn1c2nc3ccccc3nc2c2c(=O)n(CCC(C)C)cnc21
20	-1	-5%	26%	22%	-4%	-10%	0%	-6%	-2%	N#Cc1ccc(CN2CCN(C(=O)CCNS(=O)(=O)c3ccc(F)c(Cl)c3)CC2)cc1
21	-1	-19%	23%	14%	-3%	4%	-1%	-5%	-23%	O=C(c1ccccc1)C(Sc1ncn[nH]1)c1ccccc1 (configuration not stated)
22	-3	6%[57.1 µM]	23%	-12%	-21%[57.1 µM]	3%	2%	-7%	4%	CC(C)=CCC(C)(C)/C=N/NC(N)=O
23	-3	41%[activator]	41%[activator]	-3%	129%[activator]	0%	-5%	i	-18%	CC(=O)Nc1c2c(nn1-c1ccccc1)CS(=O)C2 (configuration not stated)
24	6	47%[activator]	32%	-9%	8%	9%	-2%	i	-16%	COc1ccc(CNC(=O)c2cccnc2)cc1
25	11	26%	15%	-2%	15%	-10%	0%	-9%	-18%	Cc1cc(C)nc(N2CCC(C(=O)NCc3cccs3)CC2)n1
26	2	11%	33%	-15%	2%	-9%	-9%	i	6%	CCc1cccc(C)c1NC(=O)Cn1cc2c(n1)CCCCC2
27	-4	27%[57.1 µM]	43%[activator]	-20%	-9%	-1%	-1%	-3%	-17%	COC(=O)c1[nH]c2ccc(C)cc2c1NC(=O)Nc1ccc(OC)cc1
28	1	2%	15%	14%	-7%	0%	1%	-6%	-22%	CCOC(=O)N1CCN(S(=O)(=O)c2ccc(C(=O)Nc3sc4c(c3C#N)CC(C)(C)NC4(C)C)cc2)CC1
29	-8	15%	27%	0%	-3%	0%	0%	i	-1%	CC(=O)c1ccc(N2CCN(C(=O)CCS(=O)(=O)c3ccc4c(c3)oc(=O)n4C)CC2)cc1
30	16	-12%	57%[activator]	-9%	-2%	1%	1%	-7%	-9%	CCOc1ccc(-c2nnc(NC(=O)c3ccc(OCC(C)C)c(OC)c3)o2)cc1

Seven successive entries from above:
cpd	PI4K2A block	TrxR1 inh	HP1b chromo inh	GLS inh	TrxR1 substrate	IDH1 R132H inh	Pin1 inhibitor	PGK inhibitor	USP1 inh	SMILES
24	6	47%[activator]	32%	-9%	8%	9%	-2%	i	-16%	COc1ccc(CNC(=O)c2cccnc2)cc1
25	11	26%	15%	-2%	15%	-10%	0%	-9%	-18%	Cc1cc(C)nc(N2CCC(C(=O)NCc3cccs3)CC2)n1
26	2	11%	33%	-15%	2%	-9%	-9%	i	6%	CCc1cccc(C)c1NC(=O)Cn1cc2c(n1)CCCCC2
27	-4	27%[57.1 µM]	43%[activator]	-20%	-9%	-1%	-1%	-3%	-17%	COC(=O)c1[nH]c2ccc(C)cc2c1NC(=O)Nc1ccc(OC)cc1
28	1	2%	15%	14%	-7%	0%	1%	-6%	-22%	CCOC(=O)N1CCN(S(=O)(=O)c2ccc(C(=O)Nc3sc4c(c3C#N)CC(C)(C)NC4(C)C)cc2)CC1
29	-8	15%	27%	0%	-3%	0%	0%	i	-1%	CC(=O)c1ccc(N2CCN(C(=O)CCS(=O)(=O)c3ccc4c(c3)oc(=O)n4C)CC2)cc1
30	16	-12%	57%[activator]	-9%	-2%	1%	1%	-7%	-9%	CCOc1ccc(-c2nnc(NC(=O)c3ccc(OCC(C)C)c(OC)c3)o2)cc1

Further entries follow.
cpd	PI4K2A block	TrxR1 inh	HP1b chromo inh	GLS inh	TrxR1 substrate	IDH1 R132H inh	Pin1 inhibitor	PGK inhibitor	USP1 inh	SMILES
31	2	1%	63%[activator]	1%	-6%	12%	-1%	i	-2%	CCOC(=O)c1ccc(NC(=O)N2CCN(Cc3cccc(F)c3)CC2)cc1
32	-1	?	64%[activator]	-5%	15%[57.1 µM]	1%	0%	4%	-24%	COc1ccc(C(C)=O)cc1COC(=O)c1ccc2c(c1)OCO2
33	-5	-14%	40%	3%	-8%	19%	-1%	-7%	-6%	C#CCOc1nc(C)cc(C)c1S(=O)(=O)c1ccccc1C
34	-5	6%	22%	-4%	-1%	2%	3%	-3%	-17%	COc1ccc(-c2cccc(C(=O)Nc3ccccc3C)c2)cc1
35	2	11%[57.1 µM]	35%	-1%	5%[57.1 µM]	0%	-3%	-8%	-6%	Cc1cc(C)c2oc(-c3cccc(NC(=O)c4ccc(F)cc4)c3)nc2c1
36	-8	-7%	43%[activator]	-2%	-9%	0%	-3%	0%	-2%	Cc1cc(C)n(C(=O)CNC(=O)C2COc3ccccc3O2)n1 (configuration not stated)
37	-10	-10%	30%	8%	3%	-1%	30%	-1%	-18%	Cc1sc(NC(=O)CSc2nnc(-c3ccccc3)o2)c(C#N)c1C
